# Bioassay records: PubChem, several laboratories
# LYP phosphatase = inhibitors of LYP phosphatase, biochemical, fluorescence intensity, uHTS (AID 1779); 0.054% of 290,000 active; one-dose inhibition, % at 11.5 µM; IC50 in µM for titrated hits; recombinant LYP phosphatase, fluorescence intensity; higher % means a stronger effect;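 also: plate controls were vehicle with enzyme for no effect and no enzyme for full effect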
# PMI inhibitors = MPI enzyme activity inhibition – biochemical, fluorescence intensity, coupled assay, primary screen (AID 1209). purified PMI enzyme, coupled fluorescence intensity; higher % means a stronger effect. inhibition, % at 20 µM; hits with a dose series show IC50 in µM. 0.42% of 190,000 active;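 also: plate controls were DMSO vehicle for no effect and wells lacking substrate for full effect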
# PMI inhibition = human PMI inhibitors, high substrate, primary screen, biochemical, fluorescence intensity, high mannose 6-phosphate (AID 1220); recombinant PMI enzyme, coupled fluorescence intensity; higher % means a stronger effect; one-dose inhibition, % at 20 µM; IC50 in µM for titrated hits; 0.66% of 190,000 active
# XIAP displacement = small molecules displacing peptide from XIAP – biochemical, IAP family, fluorescence polarization (AID 1018); 0.007% of 200,000 active; XIAP BIR domain, fluorescence polarization peptide displacement; higher % means a stronger effect; displacement, % at 20 µM; hits with a dose series show IC50 in µM; in the data active = displacement above about 50%; also: a part of the inactive calls stands beside numbers as strong as those of hits
# CSM14.1 death rescue = protection against thapsigargin-triggered cell killing – 384-well, CSM14.1, ATP luminescence, primary screen (AID 1222); cellular ATP content (survival), % at 20 µM, or EC50 in µM where a hit was titrated; 190,000 tested, under 10 active; CSM14.1 thapsigargin-induced death rescue, ATP luminescence; higher % means a stronger effect;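 active = EC50 below 50 µM in the dose-response confirmation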;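 also: death triggered by thapsigargin at about 15 µM added after 2 h compound pretreatment; cell ATP read after overnight thapsigargin exposure of roughly 18 to 22 hours; normalized against plate controls of thapsigargin alone and 5% DMSO vehicle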
# TNAP activators = human TNAP enzyme activators, primary screen, biochemical, luminescent, no phosphate acceptor, uHTS (AID 1001); purified TNAP, luminescent activation assay, no phosphate acceptor; higher activation fold means a stronger effect; one-dose activation fold at 20 µM; EC50 in µM for titrated hits; 0.03% of 200,000 active; in the data active = activation fold from about 3, or a potency from the dose series; inactive = the rest, 99 in 100 with activation fold below about 1.6; also: many of its hits are not listed in these tables
# Myeloid diff MLP = promotes myeloid progenitor differentiation; ER-HoxA9 myeloid progenitors, lysozyme-GFP differentiation, flow cytometry; calls only at 10 µM; 1% of 360,000 active; AID 624256;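 active = normalized GFP-positive differentiation at or above the plate's own cutoff, the solvent-only control mean plus 3 SD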;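 also: cells exposed to compound for four days before flow analysis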
# P. falciparum M17LAP = P. falciparum M17LAP inhibitors, primary screen, biochemical, fluorogenic H-Leu-NHMec substrate, 1536-well (AID 1619); recombinant M17LAP, H-Leu-NHMec fluorogenic kinetic assay; higher % means a stronger effect; one-dose inhibition, % at 30 µM; IC50 in µM for titrated hits; 0.38% of 220,000 active;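 active = compound inhibiting the enzyme by more than half at any dose during confirmatory dose-response retesting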;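 also: plate controls were full reaction with DMSO carrier for no effect and no enzyme background for full effect; strong numbers were not always called active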
# M1AAP inhibition = malaria alanyl aminopeptidase activity blockers – biochemical, fluorogenic H-Leu-NHMec substrate, 1536-well (AID 1445). recombinant M1AAP, H-Leu-NHMec fluorogenic kinetic assay; higher % means a stronger effect. inhibition, % at 30 µM; hits with a dose series show IC50 in µM. 0.42% of 220,000 active;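 active = primary inhibition above the hit cutoff, then over 50% inhibition at one or more dose response concentrations, cut at about 23% in these data, passing the limit was not always enough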;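 also: plate controls were DMSO full reaction for no effect and no enzyme background for full effect; strong numbers were not always called active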
# Myeloid diff MLP GFP+ MAC1+ % = recorded beside Myeloid diff MLP, whose call it bears; GFP+ MAC1+ double positive, %; measured here: differentiation confirmed by MAC1 staining
# An asterisk follows results filed as active; i = inactive; . = not tested or not shown; + = active, no number. Rule as the data show it, unless noted: active = inhibition above about 50%; inactive = the rest.
SMILES,LYP phosphatase,PMI inhibitors,PMI inhibition,XIAP displacement,CSM14.1 death rescue,TNAP activators,Myeloid diff MLP,Myeloid diff MLP GFP+ MAC1+ %,P. falciparum M17LAP,M1AAP inhibition
N/C(=N\OC(=O)c1cccc(F)c1)c1ccccc1,-6%,8%,3%,-8.4%,-7.5%,1.1,i,6.5,4%,10%
COC(=O)c1ccn(-c2nc(-c3ccco3)cc(C(F)(F)F)n2)n1,-3%,10%,5%,-5.2%,0.6%,1,i,0.1,-1%,9%
CCOC(=O)c1c(-c2ccc(OC)cc2)nc2nonc2c1N,-3%,-4%,-4%,-2.2%,2.3%,1.1,i,1.9,-15%,3%
CCCCC(=O)Nc1nc(C)c(C(C)=O)s1,-7%,2%,2%,-1.4%,-1.9%,1.2,i,5.4,-3%,4%
Cc1[nH]nc(-c2ccc(OCc3cnn(-c4ccccc4)c3)c(C)c2O)c1Oc1ccccc1,4%,11%,11%,-5.2%,-1.3%,1.1,i,0.5,6%,7%
Cc1c(/C(O)=C2\C(=O)C(=O)N(CCN(C)C)C2c2cccnc2)cnn1-c1ccccc1 (stereo not drawn),4%,1%,5%,-5.0%,-2.5%,1.1,i,0.6,9%,12%
CCCc1n(CC(O)COCc2ccccc2)c2ccccc2[n+]1C (stereo not drawn),-8%,46%,9%,-7.2%,-1.7%,1.3,i,1.3,3%,6%
CC1(C)N=C(SCC(=O)Nc2ccc(Cl)cc2Cl)C(c2ccccc2)=N1,-4%,8%,4%,-3.7%,-2.3%,1,i,1.3,-10%,-1%
Cc1cc(Nc2ccccc2)nc2cc(O)ccc12,1%,-9%,1%,-21%,-3.9%,1.1,i,2.0,1%,4%
COc1ccccc1/C=N/NC(=O)c1ccc(-c2ccccc2)cc1,7%,4%,0%,-0.6%,-2.1%,1.2,i,0.2,-2%,-1%
O=C(COC(=O)CCSc1ccccc1)NCc1ccccc1,-4%,-8%,-8%,-2.1%,-1.3%,1.1,i,0.3,-4%,1%
Cn1c(CSCc2ccc(Cl)cc2Cl)n[nH]c1=S,-9%,4%,5%,-7.8%,-2.4%,1.3,i,0.2,2%,-4%
CCN1C/C(=N\S(=O)(=O)/N=C2\CN(CC)C(=O)N2CC)N(CC)C1=O,-8%,.,.,.,.,.,i,0.5,-1%,-5%
CC(=O)c1c(C)[nH]c(C(=O)Nc2ccc(S(=O)(=O)N(C)C)cc2)c1C,-7%,.,.,.,.,.,i,0.5,0%,2%
COC(=O)c1sc2ccccc2c1-n1cccc1C(=O)C(=O)Nc1ccc(F)cc1,-2%,8%,4%,-8.0%,19%,1.1,i,1.1,-4%,1%
O=C(CC1C(=O)NCCN1Cc1ccc(F)cc1)NCCN1CCCc2ccccc21 (stereo not drawn),-8%,-28%,3%,-8.1%,-1.6%,1.1,i,0.5,2%,3%
CCOC(=O)C1(CCCc2ccccc2)CCN(C(=O)C2CCCN(C(N)=O)C2)CC1 (stereo not drawn),-5%,7%,2%,-5.2%,0.9%,1.1,i,0.4,3%,3%
NC(N)=Nc1nc2ccccc2o1,-2%,.,.,.,.,.,i,0.1,-5%,6%
Fc1ccccc1Nc1nc2ccccc2n2nnnc12,-2%,7%,6%,-2.2%,0.7%,1.2,i,3.1,0%,3%
Cc1cccc(CSc2nc3c(cc2C#N)CCC3)c1,1%,-11%,5%,-1.1%,-0.7%,1.1,i,0.6,-2%,4%
Cc1ccc(NCc2cccnc2)cc1,-3%,-8%,-23%,-1.3%,0.0%,1,i,1.4,10%,15%
CCOc1ncccc1C(=O)OCc1c(Cl)cccc1Cl,-8%,0%,-2%,-3.2%,11%,1.1,i,0.5,2%,0%
N#CC(C#N)=C(N)Nc1cccc(Cl)c1,-7%,.,.,.,.,.,i,0.3,-6%,-8%
Cc1ccc(NC(=O)CSC(N)=O)cc1Cl,-6%,-4%,-6%,-1.6%,-0.6%,0.9,i,1.2,46%,-5%
CCc1nnc(NS(=O)(=O)c2ccc(N3C(=O)c4ccccc4C3=O)cc2)s1,0%,-15%,-8%,-5.0%,-1.6%,1,i,0.1,19%,-2%

# Compound profiles, from the list above.
# CCOc1ncccc1C(=O)OCc1c(Cl)cccc1Cl is listed with LYP phosphatase = -8%; PMI inhibitors = 0%; PMI inhibition = -2%; XIAP displacement = -3.2%; CSM14.1 death rescue = 11%; TNAP activators = 1.1; Myeloid diff MLP = i; Myeloid diff MLP GFP+ MAC1+ % = 0.5; P. falciparum M17LAP = 2%; M1AAP inhibition = 0%
# N#CC(C#N)=C(N)Nc1cccc(Cl)c1 is listed with LYP phosphatase = -7%; PMI inhibitors = .; PMI inhibition = .; XIAP displacement = .; CSM14.1 death rescue = .; TNAP activators = .; Myeloid diff MLP = i; Myeloid diff MLP GFP+ MAC1+ % = 0.3; P. falciparum M17LAP = -6%; M1AAP inhibition = -8%
# CCc1nnc(NS(=O)(=O)c2ccc(N3C(=O)c4ccccc4C3=O)cc2)s1 is listed with LYP phosphatase = 0%; PMI inhibitors = -15%; PMI inhibition = -8%; XIAP displacement = -5.0%; CSM14.1 death rescue = -1.6%; TNAP activators = 1; Myeloid diff MLP = i; Myeloid diff MLP GFP+ MAC1+ % = 0.1; P. falciparum M17LAP = 19%; M1AAP inhibition = -2%

# Returning to the listing; the 5 compounds before the break are reprinted first.
SMILES,LYP phosphatase,PMI inhibitors,PMI inhibition,XIAP displacement,CSM14.1 death rescue,TNAP activators,Myeloid diff MLP,Myeloid diff MLP GFP+ MAC1+ %,P. falciparum M17LAP,M1AAP inhibition
Cc1ccc(NCc2cccnc2)cc1,-3%,-8%,-23%,-1.3%,0.0%,1,i,1.4,10%,15%
CCOc1ncccc1C(=O)OCc1c(Cl)cccc1Cl,-8%,0%,-2%,-3.2%,11%,1.1,i,0.5,2%,0%
N#CC(C#N)=C(N)Nc1cccc(Cl)c1,-7%,.,.,.,.,.,i,0.3,-6%,-8%
Cc1ccc(NC(=O)CSC(N)=O)cc1Cl,-6%,-4%,-6%,-1.6%,-0.6%,0.9,i,1.2,46%,-5%
CCc1nnc(NS(=O)(=O)c2ccc(N3C(=O)c4ccccc4C3=O)cc2)s1,0%,-15%,-8%,-5.0%,-1.6%,1,i,0.1,19%,-2%
CCN(CC)S(=O)(=O)c1cc(C(=O)n2cccn2)c(Cl)cc1Cl,4%,12%,12%,-25%,-0.4%,1.1,i,2.1,-19%,-1%
COc1ccc2cc(C(c3nnnn3CCc3ccccc3)N3CCC(O)CC3)c(=O)[nH]c2c1 (stereo not drawn),-9%,1%,1%,-7.6%,0.9%,1.2,i,0.7,14%,5%
COc1ccc(/C=N/NC(=O)Cn2cnc3ccccc3c2=O)cc1,-1%,-7%,-5%,-10%,-2.1%,1,i,0.4,17%,1%
COCCNc1ncnc2c1cnn2Cc1ccc(Cl)cc1,-6%,4%,9%,-5.9%,.,1,i,0.9,-4%,3%
N#CC1=C(N)OC2=C(C(=O)CCC2)C12CCC1(CC2)OCCO1,-2%,6%,12%,-0.8%,-1.6%,1.1,i,0.7,-3%,8%
CCS(=O)(=O)Nc1ccc2c(c1)N(C(C)=O)c1ccccc1CC2,-10%,3%,0%,-3.0%,-1.1%,1.1,i,1.1,-10%,-3%
O=C(CSc1ccc(Br)cc1)Nc1ccccc1Oc1ccccc1,-5%,21%,16%,-9.8%,1.6%,1,i,0.8,10%,-3%
O=C(CSc1nc2[nH]ncc2c(=O)[nH]1)N1CCCCC1,10%,8%,0%,-7.7%,-0.6%,1,i,0.3,8%,-2%
Cc1n[nH]c(C)c1S(=O)(=O)N1CCCC(C(=O)NCC2COc3ccccc3O2)C1 (stereo not drawn),0%,5%,5%,-1.8%,-1.3%,0.5,i,1.5,16%,0%
COc1ccc(N2CCN(C(=O)Cn3c(=O)[nH]c4ccsc4c3=O)CC2)cc1,-4%,4%,-5%,-5.8%,.,1,i,0.9,-15%,10%
CCOC(=O)c1c(C)nc(C)c(C(=O)OCC)c1-c1cccc(N)c1,-9%,6%,6%,-1.2%,2.7%,1.1,i,0.4,-1%,8%
CCOC(=O)C1=C(CS(=O)(=O)c2ccc(C)c(C)c2)NC(=O)NC1c1ccc(O)cc1 (stereo not drawn),-9%,-4%,-6%,-5.1%,0.3%,1.1,i,0.3,5%,8%
CCOC(=O)C1CCN(Cc2coc3c(Cl)cc(Cl)cc3c2=O)CC1,-1%,0%,0%,-9.1%,0.0%,1,i,0.6,-5%,4%
CCOC(=O)N1CCc2c(sc3c2c(=O)n(Cc2ccccc2)c(=O)n3Cc2ccccc2F)C1,12%,1%,6%,-6.5%,-3.2%,1,i,1.8,-15%,4%
CCCCCOC(=O)Nc1nnc(CCC)s1,-11%,-1%,-5%,-0.9%,-1.5%,1,i,1.5,-7%,-1%
O=C(O)CCNc1nc(C(F)(F)F)nc2ccccc12,-4%,6%,3%,-1.7%,-0.6%,1.1,+,11*,6%,5%
CCOC(=O)c1cc(-c2ccc(OC)cc2)nn1-c1ccc(C(=O)O)cc1,2%,-7%,6%,-1.3%,-0.1%,1.1,i,0.3,21%,1%
Cc1ccc(CNc2ccc(CNc3ncn[nH]3)cc2)cc1,-6%,18%,11%,-2.4%,3.7%,1.3,i,4.8,4%,-5%
Cc1scc(-c2n[nH]c(=S)n2Cc2ccccc2)c1C,2%,8%,8%,1.2%,-0.6%,1,i,0.3,0%,0%
